Screens: PubChem BioAssay, National Center for Advancing Translational Sciences (NCATS)
Glioma ERSR ind – qHTS for Inducers of the Endoplasmic Reticulum Stress Response (ERSR) in Human Glioma: qHTS; actives 0.02% (n = 420,000); Potency, µM, inactives show at the highest dose activation, most hits filed as activators; U87-MG GRP78 promoter luciferase reporter, 16 h; AID 602332, 2012; also: potency is read from the fitted curve at half-maximal effect; series mostly up to about 76 µM; % of control where 0% means no effect; nearly all actives have a fitted effect of over 35% in size
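Stably transfected U87-MG human glioma cells carrying a GRP78-based luminescent sensor were seeded at 1000 cells/well, pin-dosed with compounds and incubated 16 h. Luciferase reagent was then added, and end-point luminescence was read after 10 min at room temperature.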
Vif-A3G inh – qHTS for Inhibitors of Vif-A3G Interactions: qHTS; HeLa A3G-eYFP + Vif (tagged APOBEC3G with the HIV-1 protein that degrades it), YFP fluorescence, overnight; actives 0.076% (n = 410,000); DNA dC->dU-editing enzyme APOBEC-3G (Homo sapiens), Q9HC16; Potency, µM (top dose mostly 46.1 µM), without a hit: at the highest dose activity, negative = active, actives largely listed as inhibitors;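 also: potency is read from the fitted curve at half-maximal effect; % is scaled to controls: 0 for no effect and ±100 for the full control effect; nearly all actives have a fitted effect of over 60% in size; hits raise eYFP signal because A3G escapes Vif-driven loss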
Target sequence (Q9HC16 whole entry, looked up): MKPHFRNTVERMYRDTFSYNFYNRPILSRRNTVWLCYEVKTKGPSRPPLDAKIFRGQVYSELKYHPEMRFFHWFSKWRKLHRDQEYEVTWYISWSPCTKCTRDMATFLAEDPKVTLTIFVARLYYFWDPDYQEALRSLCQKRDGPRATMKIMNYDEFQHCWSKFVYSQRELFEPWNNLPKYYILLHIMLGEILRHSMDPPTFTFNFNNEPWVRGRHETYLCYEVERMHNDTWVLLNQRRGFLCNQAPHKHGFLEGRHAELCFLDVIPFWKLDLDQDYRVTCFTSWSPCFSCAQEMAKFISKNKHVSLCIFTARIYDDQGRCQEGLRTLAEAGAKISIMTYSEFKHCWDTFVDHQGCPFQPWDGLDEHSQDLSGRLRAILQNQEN
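HeLa cells stably expressing Vif and C-terminally eYFP-tagged A3G, seeded overnight at 37 deg C, then exposed to compound by pintool overnight at 37 deg C. Rise in yellow fluorescence (Ex 488/Em 500-530, Acumen) marks blocked Vif-driven A3G degradation.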
TrxR1 substrate – qHTS Assay for Substrates of Mammalian Selenoprotein Thioredoxin Reductase 1 (TrxR1): qHTS; actives 0.01% (n = 390,000); Potency, µM (doses to about 114 µM), for the others: top-dose activity change, negative = substrate turnover; purified TrxR1 substrate turnover, NADPH consumption readout; Thioredoxin reductase 1, cytoplasmic (Rattus norvegicus), O89049; also: potency is read from the fitted curve at half-maximal effect; % is scaled to controls: 0 for no effect and ±100 for the full control effect; nearly all actives have a fitted effect of over 50% in size
Target sequence (O89049 whole entry, looked up): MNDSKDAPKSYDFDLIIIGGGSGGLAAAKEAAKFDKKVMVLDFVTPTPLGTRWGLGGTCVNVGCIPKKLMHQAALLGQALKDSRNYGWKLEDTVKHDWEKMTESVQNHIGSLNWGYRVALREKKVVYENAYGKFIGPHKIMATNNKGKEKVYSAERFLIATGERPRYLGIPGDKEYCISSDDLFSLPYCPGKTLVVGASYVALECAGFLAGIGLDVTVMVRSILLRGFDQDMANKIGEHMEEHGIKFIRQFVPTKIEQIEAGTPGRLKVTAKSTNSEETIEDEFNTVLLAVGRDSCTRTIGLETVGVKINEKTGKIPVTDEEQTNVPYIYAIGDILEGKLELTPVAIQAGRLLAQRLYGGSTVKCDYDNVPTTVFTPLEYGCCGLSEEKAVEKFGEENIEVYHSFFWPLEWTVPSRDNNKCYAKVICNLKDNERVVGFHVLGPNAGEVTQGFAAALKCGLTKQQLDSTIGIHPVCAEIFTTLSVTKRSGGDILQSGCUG
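Rat TrxR1, dispensed at 90 nM, was prereduced with 400 uM NADPH (final) for 5 min at ~22 deg C, then incubated with compound 15 min before 400 uM selenite. A first-read NADPH fluorescence drop versus no-compound background flagged substrates.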
IDH1 R132H inh – qHTS for Inhibitors of mutant isocitrate dehydrogenase 1 (IDH1): qHTS | IDH1-R132H enzyme, NADPH consumption, diaphorase/resazurin fluorescence | Potency, µM (series often up to 76.6 µM), for inactives: at the top dose activity change, negative = inhibition, usual class: inhibitors | AID 602179, 2012 | Isocitrate dehydrogenase [NADP] cytoplasmic (Homo sapiens), O75874 | actives 0.093% (n = 390,000); also: potency is read from the fitted curve at half-maximal effect; % is scaled to controls: 0 for no effect and ±100 for the full control effect; nearly all actives have a fitted effect of over 65% in size
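IDH1-R132H (0.5 ug/mL) preincubated 30 min with compound, then NADPH (0.016 mM) and alpha-KG (2 mM) added; 80 min at RT, pH 7.5. Remaining NADPH coupled via diaphorase/resazurin to fluorescence (540/590 nm); concentration-response curves normalized to no-enzyme control.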
RXFP1 ag – qHTS Assay for Agonists of the Relaxin Receptor RXFP1 | Relaxin receptor 1 (Homo sapiens), Q9HBX9 | HEK293T-RXFP1 cAMP TR-FRET, 30 min; response scale: percent of porcine relaxin response, buffer zero | Potency, µM (doses to about 57.5 µM), for inactives: top-dose activation, actives largely listed as activators | actives 0.3% (n = 370,000); also: potency is read from the fitted curve at half-maximal effect; % is scaled to controls: 0 for no effect and ±100 for the full control effect; nearly all actives have a fitted effect of over 60% in size; many of its hits are not listed in these tables
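cAMP rise read by TR-FRET after 30 min, 37C compound exposure (up to 58 uM) in RXFP1-transfected HEK293 cells with Ro 20174 present. EC50 from Hill-equation fits, with 29 nM porcine relaxin as 100% and buffer as basal.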
Vif-A3F inh – qHTS for Inhibitors of Vif-A3F Interactions: qHTS. HeLa A3F-eYFP + Vif (tagged APOBEC3F with the HIV-1 protein that degrades it), YFP fluorescence increase. Potency, µM (top dose mostly 46.1 µM), for inactives: top-dose activity, negative = active. actives 0.2% (n = 390,000); also: potency is read from the fitted curve at half-maximal effect; % of control where 0% means no effect; nearly all actives have a fitted effect of over 65% in size
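HeLa cells stably expressing Vif plus C-terminally eYFP-tagged A3F were seeded, incubated overnight at 37 deg C, dosed with compound, incubated overnight again at 37 deg C. Yellow fluorescence (Ex 488/Em 500-530) reported blocked Vif-mediated A3F-eYFP degradation.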
LDHA inh – qHTS assay for inhibitors of human lactate dehydrogenase; L-lactate dehydrogenase A chain (Homo sapiens), P00338; purified LDHA, NADH/diaphorase-resazurin fluorescence; stronger effect = lower value; activity change, % (values are at about 110 or 230 µM); actives 0.15% (n = 480,000); in the data active = activity change below about -30%; inconclusive = mostly about -25% to -30%;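 also: plate controls were DMSO wells for no effect and wells without enzyme for full effect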
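Enzyme activity of human lactate dehydrogenase 5 (2 nM; 0.06 mM NADH, 0.2 mM pyruvate, 5 min, RT) is measured via a resazurin/diaphorase fluorescence readout of residual NADH.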
USP1-UAF1 inh – Inhibitors of USP1/UAF1: Primary Screen; Potency, µM (series often up to 57.1 µM), for the others: at the top dose activity change, negative = inhibition, most hits filed as inhibitors; Ubiquitin carboxyl-terminal hydrolase 1 (Homo sapiens), O94782; actives 0.23% (n = 390,000); AID 743255, 2014; recombinant USP1/UAF1, Ub-Rhodamine cleavage fluorescence; also: potency is read from the fitted curve at half-maximal effect; % is scaled to controls: 0 for no effect and ±100 for the full control effect; nearly all actives have a fitted effect of over 60% in size; inactives centre near -12
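High-throughput fluorogenic screen: 1nM USP1/UAF1 complex, Ub-Rho substrate 150nM final, 50mM HEPES pH 7.8 with 0.5mM EDTA, 0.1 mg/ml BSA, 1mM TCEP and 0.01% Tween-20.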
PI4K2A inh – qHTS for small molecular inhibitors of PI4K2A | activity change, negative = inhibition, % at 76.9 µM | actives 0.13% (n = 420,000) | purified PI4K2A, ADP-Glo luminescence, 1 h; stronger effect = lower value | Phosphatidylinositol 4-kinase type 2-alpha (Homo sapiens), Q9BTU6 | AID 1346378, 2018; in the data active = activity change below about -50%; inconclusive = mostly about -30% to -49%;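 also: -100% = wells without enzyme as full effect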
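ADP-Glo luminescence measured ADP generated by PI4K2A enzyme (4 ug/mL before mixing) with 1.2 mM PI substrate (pre-mix) and 300 microM ATP (pre-mix). Tris pH7.5 buffer with MgCl2, Triton X-100; 1 h reaction at ambient temperature.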
An asterisk follows results filed as active; ? = inconclusive; / = no result given; [ ] = remark or other dose. Unless noted, calls follow the shape of the dose curve; as a rule, active = well fitted curve in the direction sought with a large enough effect; inconclusive = small, poorly fitted or top-dose-only effect, or another doubt; inactive = no such curve, though single readings can be large; an effect the other way counts as inactive or inconclusive. Some of the compounds tested (hit frequency here may not be typical).

entry	canonical_smiles	Glioma ERSR ind	Vif-A3G inh	TrxR1 substrate	IDH1 R132H inh	RXFP1 ag
1	O=C(COC(=O)c1ccccc1Br)NCc1cccs1	3%	0%	-6%	7%	/
2	O=C(O)C1=C(Nc2ccccc2)OCC1=O	-2%	1%	0%	-6%	-4.6%
3	CSCCC(NC(N)=O)C(=O)Nc1cccc(S(=O)(=O)N2CCOCC2)c1 (configuration not stated)	6%	-5%	-5%[57.1 µM]	5%	3.4%
4	CCOC(=O)c1ccc(NC(=S)N(CCCN2CCCC2)Cc2cccs2)cc1	7%	0%	-4%	9%	1.6%
5	COc1cc(-c2nnc(SCC(=O)Nc3cc(C)on3)n2C)cc(OC)c1O	-4%	0%	3%[57.1 µM]	-2%	1.8%
6	C=COCCn1c(-c2nonc2N)nc2ccccc21	0%	-10%	-11%	0%	-0.6%
7	Cc1cccc(CCNC(=O)C2CCC(=O)N2Cc2ccc(F)cc2)c1 (configuration not stated)	0%	1%	17%[57.1 µM]	5%	-1.8%
8	N#Cc1c(N)nc(SCC(=O)NC2CCCCC2)c(C#N)c1-c1ccc(Cl)cc1	-2%	-2%	16%	0%	24%
9	CCOCCCNC(=O)C1CCN(S(=O)(=O)c2cc(Br)cc3c2N(C(=O)CC)CC3)CC1	1%	-9%	5%	-6%	-0.3%
10	O=C(Nc1ccc(-n2cnnn2)cc1)C1CCCN1C(=O)Nc1ccc(Br)cc1 (configuration not stated)	-8%	-14%	-14%[57.1 µM]	7%	1.8%
11	Cn1c(N)c(C(=O)COC(=O)c2ccc(Cl)nc2)c(=O)n(C)c1=O	-5%	0%	-2%[57.1 µM]	0%	21%
12	CC(=O)c1c(C)[nH]c(C(=O)N(C)C(c2ccccc2)c2ccccc2)c1C	3%	-4%	5%[57.1 µM]	-5%	-0.9%

entry	Vif-A3F inh	LDHA inh	USP1-UAF1 inh	PI4K2A inh
1	3%	-8	-17%	7
2	1%	-14	-4%	-2
3	-1%	-1	-10%	3
4	3%	-2	-10%	0
5	-4%	-5	-14%	-5
6	-21%	-3	-1%	-4
7	-6%	1	-10%	10
8	-5%	-1	-7%	-2
9	-9%	-8	-14%	3
10	6%	3	-4%	-15
11	13%	-4	-24%	4
12	-37%	-3	-15%	1

Other structures follow:
entry	canonical_smiles	Glioma ERSR ind	Vif-A3G inh	TrxR1 substrate	IDH1 R132H inh	RXFP1 ag
13	Cc1cc2oc(C(=O)Nc3ccc(S(=O)(=O)N4CCCCCC4)cc3)cc(=O)c2cc1C	-2%	-2%	0%	-2%	?
14	O=C(C1=C[C@H](c2ccc3c(c2)OCO3)C[C@H](OCc2ccc(CO)cc2)O1)N1CCCCCCC1	-2%	1%	-13%	0%[38.3 µM]	-0.9%
15	CC(Sc1nnc(-c2ccccc2F)o1)C(=O)Nc1ccc(N2CCOCC2)cc1 (configuration not stated)	-3%	-2%	-11%	4%	-1.2%
16	O=C(CN1CCN(c2ccccc2O)CC1)Nc1ccc([N+](=O)[O-])cc1Br	1%	0%	-8%[57.1 µM]	9%	4.3%
17	CC(C)Sc1oc(-c2cccs2)nc1S(=O)(=O)c1ccc(Cl)cc1	2%	-1%	12%[2.29 µM]	43%[activator]	1.5%
18	COc1ccccc1CNC(=O)c1ccc(OCC2CCCO2)cc1 (configuration not stated)	-2%	-5%	-4%	2%	-1.5%
19	Cc1cccc(C)c1NC(=O)c1ccc([N+](=O)[O-])s1	-5%	0%	-15%[57.1 µM]	11%	2.3%
20	O=C(CN1CCCC1)NC(=O)NC1CCCC1	-5%	0%	6%	-12%	-1.0%
21	Cc1ccc(N(CC#N)C(=O)CS(=O)(=O)c2cccc([N+](=O)[O-])c2)cc1	-4%	3%	5%	-3%	-1.0%
22	COc1ccc(OCCCN2CCc3ccccc3C2)cc1	-3%	2%	-7%	-3%	0.8%
23	Cc1nn(C)cc1S(=O)(=O)N1CCN(c2cccc(Cl)c2)CC1	-1%	2%	8%	-6%	9.5%
24	Nc1nc(=S)ss1	-2%	-1%	-3%[2.29 µM]	-6%	/

entry	Vif-A3F inh	LDHA inh	USP1-UAF1 inh	PI4K2A inh
13	2%	-5	-2%	0
14	-5%	0	-8%	2
15	?	-4	-1%	-1
16	8%	4	-14%	-2
17	-10%	-3	-18%	2
18	1%	-4	-12%	5
19	-11%	0	-20%	0
20	6%	-7	-1%	0
21	-13%	2	-18%	0
22	6%	-4	0%	4
23	1%	-6	-2%	3
24	?	-18	-7%	2

Reformatted in transposed form: entries from further up
4	CCOC(=O)c1ccc(NC(=S)N(CCCN2CCCC2)Cc2cccs2)cc1
8	N#Cc1c(N)nc(SCC(=O)NC2CCCCC2)c(C#N)c1-c1ccc(Cl)cc1

entry no. | 4 | 8
Glioma ERSR ind | 7% | -2%
Vif-A3G inh | 0% | -2%
TrxR1 substrate | -4% | 16%
IDH1 R132H inh | 9% | 0%
RXFP1 ag | 1.6% | 24%
Vif-A3F inh | 3% | -5%
LDHA inh | -2 | -1
USP1-UAF1 inh | -10% | -7%
PI4K2A inh | 0 | -2

New compounds follow
entry	canonical_smiles	Glioma ERSR ind	Vif-A3G inh	TrxR1 substrate	IDH1 R132H inh	RXFP1 ag
25	COc1ccc(N2c3ccccc3CN(Cc3ccccc3)CC2Cc2cc(OC)c(OC)c(OC)c2)cc1 (configuration not stated)	-1%	0%	/	1%	/
26	CC(C)c1ccc(NC(=O)N2CCC(c3nc4ccccc4o3)CC2)cc1	-5%	1%	-4%	1%	0.1%
27	Cc1ccc(C)c(N2CCN(C(=O)Cn3ncc4c([nH]c5ccc(C)cc54)c3=O)CC2)c1	-3%	2%	7%	10%	5.1%
28	COc1cc(/C=C2/C(=N)N3C(=NC2=O)SN=C3S(C)(=O)=O)ccc1OC(=O)c1ccco1	-1%	-7%	-17%	6%	0.4%
29	CCOc1ccccc1Oc1ncnc2c1oc1ccccc12	-2%	-19%	-7%[57.1 µM]	11%	4.5%
30	Cc1ccc(C)c(NC(=O)c2cc(S(=O)(=O)N3CCCCCC3)ccc2F)c1	-2%	1%	-3%[57.1 µM]	-3%	1.6%
31	O=C(COC(=O)C1CC2CCCC(C1)C2=O)NNC(=O)c1ccccc1F (configuration not stated)	-5%	-6%	-7%	3%	0.0%
32	Cc1ccc2cccc(OC(=O)/C=C\c3ccccc3)c2n1	-4%	0%	6%	3%	1.8%
33	O=C(C1CCCO1)N1CCN(S(=O)(=O)c2ccc(Cl)cc2)CC1 (configuration not stated)	-4%	1%	-10%	-1%	0.8%
34	COC(=O)c1ccc(C(=O)OC)c(NC(=O)CN2CCN(c3ccccc3OC)CC2)c1	2%	-8%	-2%[57.1 µM]	4%	0.1%
35	Cn1c(=O)n(C)c2cc(NC(=O)Cc3ccccc3[N+](=O)[O-])ccc21	4%	0%	-5%	4%	1.4%
36	CCCCN(C(=O)c1cc(=O)[nH]c2ccccc12)c1c(N)n(CCC)c(=O)[nH]c1=O	-2%	2%	2%	2%	0.7%

entry	Vif-A3F inh	LDHA inh	USP1-UAF1 inh	PI4K2A inh
25	-17%	1	-12%	-2
26	-5%	-5	-6%	-12
27	7%	0	-18%	1
28	?	-2	-25%	-9
29	-2%	2	-18%	0
30	-9%	-1	-17%	-7
31	8%	-4	3%	-7
32	1%	4	-23%	-3
33	-11%	5	-22%	-1
34	1%	-7	-15%	10
35	-13%	0	8%	-3
36	-4%	-9	-18%	6

The list goes on:
entry	canonical_smiles	Glioma ERSR ind	Vif-A3G inh	TrxR1 substrate	IDH1 R132H inh	RXFP1 ag
37	CC1(C(=O)NS(=O)(=O)c2cccc(Cl)c2)CCN1C(=O)c1cccc(F)c1 (configuration not stated)	-3%	-2%	/	/	/
38	Cc1ccc(CNC(=O)Cn2ccc3ccccc3c2=O)o1	-2%	0%	0%	3%	1.9%
39	CCOC(=O)N1CCC(NC(=O)c2cnn(-c3cccc(F)c3)c2-n2cccc2)CC1	-2%	-2%	-2%[57.1 µM]	1%	3.2%
40	Oc1c(Cl)cc(Cl)cc1C=Nc1ccc(Br)cc1	-1%	-4%	-2%	6%	0.1%
41	COc1ccccc1CNC(=O)CN1C(=O)c2ccccc2S1(=O)=O	-3%	1%	4%	4%	-2.5%

entry	Vif-A3F inh	LDHA inh	USP1-UAF1 inh	PI4K2A inh
37	/	-14	/	-3
38	-1%	3	-10%	-6
39	-1%	-9	?	0
40	3%	1	?	-4
41	1%	-16	-24%	-13
